T cell modulator = T cell immune modulation candidate; calls only at 7 µM; 2C CD8+ T cell-vesicle binding, flow cytometry; stronger effect = lower value; hit rate 0.068% among 330,000;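 active means response, share of CD8 T cells binding vesicles, and their 90th percentile fluorescence all below set limits, cut at about 80% in these data, passing the limit was not always enough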
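Test system: purified 2C TCR transgenic mouse naive CD8+ T cells. Probe or stimulus: QL9-peptide-loaded Drosophila micro-vesicles bearing Ld, ICAM-1 and B7-1. Incubation: binding step 1.5 h, 37 °C, antibody labelling 20 min, ice. Measured by: flow cytometry of vesicle-bound cells.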
UTI89 phage lysis = inhibition of K1F phage lysis, E. coli UTI89, bacterial capsule biogenesis inhibitors, alamar blue (AID 488966) | E. coli UTI89 K1F phage lysis, alamar blue, 2 h; higher % means a stronger effect | inhibition, % at 100 µM; hits with a dose series show IC50 in µM | hit rate 0.02% among 340,000;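 active means phage lysis inhibition, versus mean bacterial control, above a set limit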;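 further: capsule biogenesis inhibitors block K1F phage lysis so surviving cells raise fluorescence; higher fluorescence means more inhibition of phage lysis; actives were called in the ten point dose series up to 300 µM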
RSV antiviral HEp-2 = RSV antiviral activity via CPE protection, HEp-2 cells, primary 10 µM value included (AID 2391) | HEp-2 cells, RSV-induced CPE inhibition; higher % means a stronger effect | one-dose CPE inhibition, % at 10 µM; IC50 in µM for titrated hits | hit rate 0.13% among 310,000; in the data active means a potency from the dose series; further: strong numbers were not always called active
MgcRacGAP inhibition = MgcRacGAP GTPase-activating activity inhibitors, confirmation, biochemical, ADP Hunter fluorescence; MgcRacGAP-stimulated Rac1 GTP hydrolysis, ADP Hunter fluorescence; higher % means a stronger effect; GST-tagged Rac1 F28L mutant substrate; inhibition, % at 30 µM, or IC50 in µM where a hit was titrated; hit rate 0.6% among 340,000;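 active means first-screen hits whose inhibition reached a set limit at any dose in the follow-up dose series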;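 further: fluorescence reports GDP produced by GAP-driven GTP hydrolysis; strong numbers were not always called active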
NTR1 ag = NTR1-driven beta-arrestin-GFP spot formation – imaging, U2OS cells, high content, primary screen (AID 493036); P30989; agonist mode; activation, % at 20 µM; hit rate 0.17% among 330,000;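 active means activation at or above 40% of the spot to cytoplasm intensity ratio, with at least 20 cells analyzed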;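 further: 0% = DMSO without peptide and 100% = 100 nM NTR1 peptide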
Target sequence (P30989 whole entry, looked up): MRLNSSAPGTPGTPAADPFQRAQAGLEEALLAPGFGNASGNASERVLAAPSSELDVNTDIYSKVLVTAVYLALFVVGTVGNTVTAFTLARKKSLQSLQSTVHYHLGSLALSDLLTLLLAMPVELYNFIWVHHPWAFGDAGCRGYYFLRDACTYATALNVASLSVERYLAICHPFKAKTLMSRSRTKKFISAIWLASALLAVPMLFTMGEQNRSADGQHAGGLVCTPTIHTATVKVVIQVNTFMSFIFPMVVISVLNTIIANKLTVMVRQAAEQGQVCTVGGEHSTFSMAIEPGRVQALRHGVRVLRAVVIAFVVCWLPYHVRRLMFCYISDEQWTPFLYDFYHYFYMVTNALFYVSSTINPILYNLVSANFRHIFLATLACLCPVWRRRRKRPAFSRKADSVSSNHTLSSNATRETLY
NS5 inhibitors = Dengue-2 NS5 methyltransferase inhibitors, primary screen, biochemical, confirmation dose response (AID 588689); Dengue-2 NS5 methyltransferase capping enzyme assay, biochemical; higher % means a stronger effect; inhibition, % at 25 µM; hits with a dose series show IC50 in µM; hit rate 0.3% among 340,000; in the data active means a potency from the dose series
West Nile virus CPE = West Nile virus antiviral activity, cell-based, CPE readout (AID 1621). West Nile virus-infected cells, CPE inhibition; higher % means a stronger effect. CPE inhibition, % at 10 µM, or IC50 in µM where a hit was titrated. hit rate 0.02% among 290,000; in the data active means a potency from the dose series; further: strong numbers were not always called active
SV40 large T antigen = TAg ATPase/helicase activity blockers – biochemical (AID 1903) | SV40 large T antigen ATPase/helicase inhibition assay; higher % means a stronger effect | one-dose inhibition, % at 20 µM; IC50 in µM for titrated hits | hit rate 0.39% among 310,000; in the data active means a potency from the dose series; further: strong numbers were not always called active
Salmonella PhoP GFP = inhibitors of PhoP regulon expression, primary screen, Salmonella Typhimurium, GFP reporter (AID 1863). S. Typhimurium PhoP-regulated promoter GFP reporter, 4 h; higher % means a stronger effect. one-dose inhibition, % at 50 µM; IC50 in µM for titrated hits. hit rate 0.16% among 300,000;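 active means inhibition over 29.93%, a cutoff 3 SD above the screen mean, later confirmed by dose response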;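 further: 0% = low Mg2+ inducing control and 100% = high Mg2+ repressing control; strong numbers were not always called active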
T cell modulator vesicle-bound % = further read-out of T cell modulator, marked with its call; double positive events, %; measured here: CD8+ vesicle-bound cell fraction;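 binding gate set so that unloaded-vesicle control wells show 10% double positive cells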
NTR1 ag cell count 20 µM = further read-out of NTR1 ag, marked with its call; cell count; measured here: cell count, cytotoxicity flag
NS5 inhibitors pilot replicate = also measured in NS5 inhibitors; calls as there; inhibition, %; measured here: pilot screen replicate inhibition
Numbers without * were called inactive; i = inactive; nt = not tested or not shown; [ ] = another dose, or the depositor's remark.

SMILES | T cell modulator | T cell modulator vesicle-bound % | UTI89 phage lysis | RSV antiviral HEp-2 | MgcRacGAP inhibition | NTR1 ag | NTR1 ag cell count 20 µM | NS5 inhibitors | West Nile virus CPE | SV40 large T antigen | Salmonella PhoP GFP | others
CC1CCCCN1C(=O)Cn1c(=O)n(-c2ccc(F)cc2)c(=O)c2sccc21 (stereo not given) | i | 8 | 0.1%[50 µM] | -0.2% | 8% | 0.6 | 63 | -4% | 0.1% | 12% | -10%
CCOC(=O)c1ccc(NCc2nc3ccccc3n2C)cc1 | i | 22 | 0.0% | 1.0% | 1% | -0.6 | 87 | 3% | -0.2% | 12% | -7%
O=C(COC(=O)c1cnccn1)c1ccc(C2CCCCC2)cc1 | i | 38 | 0.2% | 1.8% | 8% | 0.1 | 37 | -1% | -1.1% | 8% | 0%
Cc1cccc(-n2c(O)c(/C=N/NC(=O)c3ccccc3Cl)c3ccccc3c2=O)n1 | i | 42 | 0.0% | -0.7% | 2% | 1.4 | 73 | -13% | -0.1% | 14% | 14%
C=C(C)CN1CCN(S(=O)(=O)c2ccc(C)c(N(C)S(=O)(=O)c3ccc(C)cc3)c2C)CC1 | i | 56 | 1.5% | 6.5% | -12% | 3.9 | 45 | 1% | -2.1% | 1% | 1%
Cc1ccc(N2C(=O)C3C(c4ccccc4)(C2=O)C3(c2ccccc2)c2ccccc2)cc1 (stereo not given) | i | 58 | 2.2% | 1.4% | 3% | -1.4 | 72 | -3% | 0.5% | 0% | 1%
CC1Cc2ccccc2N1C(=O)COC(=O)c1c2c(nc3ccccc13)CCCCC2 (stereo not given) | i | 5 | -4.2% | 17% | -3% | 12 | 59 | -4% | 0.1% | 5% | 20%
COc1ccc(Cl)cc1NC(=O)NCc1cccnc1 | i | 59 | 0.1% | 2.5% | 4% | -1.0 | 61 | -3% | -0.7% | 0% | 4%
CCC1C(=O)C[C@H]2CCN3C(=O)CCCC1C23 (stereo not given in full) | nt | nt | -0.2% | nt | 7% | -0.1 | 42 | 0% | nt | nt | nt | NS5 inhibitors pilot replicate=1.2
O=C(NCc1nc2ccccc2[nH]1)c1ccco1 | i | 34 | -0.3% | 0.5% | 3% | 0.0 | 38 | -1% | 1.9% | 5% | 11%
CCOC(=O)C1CCCN(S(=O)(=O)c2ccc3c4c(cccc24)C(=O)N3CC)C1 (stereo not given) | i | 18 | 0.0%[50 µM] | 2.5% | -1% | 2.5 | 70 | 9% | nt | nt | nt
O=[n+]1c2c(n([O-])c3c1CCCC3)CCCCC2 | i | 52 | 0.7% | 0.4% | 6% | -0.4 | 36 | 2% | 0.4% | -2% | -7%
CN(C(=O)/C=C/c1ccc([N+](=O)[O-])s1)c1ccccc1 | i | 8 | -0.4% | 4.2% | -7% | 2.9 | 42 | -5% | -0.7% | 0% | 5%
Cc1nn(-c2ccccc2)c(C)c1/C=N\NS(=O)(=O)c1ccc(Cl)cc1 | i | 29 | 0.0% | 2.4% | 5% | -0.5 | 59 | -12% | 1.7% | 10% | 4%
CCN(CC(=O)Nc1ccc(NC(C)=O)cc1)C(=O)/C=C/c1ccco1 | i | 31 | 1.0%[50 µM] | 5.8% | -1% | -1.0 | 66 | -4% | nt | 5% | 1%
O=C(N[C@@H]1CCC(=O)N(CC[C@H](Oc2ccccc2)c2ccccc2)CC1)OCc1ccccc1 | i | 17 | -0.2% | 9.2% | 6% | 13 | 97 | -2% | -1.1% | 21% | 0%
COc1cccc2cc(C(=O)Nc3ccccc3C(=O)N3CCOCC3)oc12 | i | 59 | 0.0% | 1.9% | -2% | -1.2 | 69 | -8% | -0.4% | 5% | 5% | NS5 inhibitors pilot replicate=-6.4
Cc1cccc(CCNS(=O)(=O)c2ccc3c(c2)oc(=O)n3C)c1 | i | 46 | 0.3% | 0.4% | 3% | -0.2 | 78 | -8% | 0.2% | 2% | 15% | NS5 inhibitors pilot replicate=-6.1
Cc1cc2c(ccc3c2no[n+]3[O-])nn1 | i | 18 | -0.4% | -1.3% | 13% | 2.9 | 41 | 1% | -0.1% | 0% | 29%
CC(=O)N1CCOc2ccc(S(=O)(=O)N3CCC(C(=O)Nc4ccc(C)cc4)CC3)cc21 | i | 31 | 0.3% | 1.0% | 5% | -0.1 | 74 | -14% | -0.6% | 9% | 1%
COc1ccccc1N1CCN(C(=O)C(=O)c2cn(CC(=O)N3CCOCC3)c3ccccc23)CC1 | i | 11 | 1.0% | 1.9% | -14% | 1.0 | 46 | -3% | 0.5% | 10% | -6%
CC(NC(=O)CN(C)Cc1ccc(Br)cc1)c1ccccc1 (stereo not given) | i | 15 | 0.0% | 1.9% | 10% | 1.2 | 51 | -4% | -1.5% | 12% | -3%
Cn1nnc2cc(C(=O)NC3CC3)ccc21 | i | 42 | 0.4% | 0.3% | 11% | 0.5 | 24 | 2% | 0.1% | 4% | -11%
Cn1nnc(NCc2cc(Br)ccc2OCc2ccccc2F)n1 | i | 62 | 0.1% | 22% | -12% | -0.7 | 80 | -4% | -0.9% | -6% | -7%
CCC(C)C(Nc1ncnc2scc(-c3ccccc3)c12)C(=O)O (stereo not given) | i | 67 | -0.6% | 0.7% | 4% | 0.7 | 57 | -7% | -0.2% | 7% | -2%
O=c1c2[nH]c3cccc(Cl)c3c2ncn1CCN1CCCCC1 | i | 43 | 0.1% | 1.0% | 15% | -0.8 | 51 | -11% | -0.3% | 0% | 21%
CCCNc1c(NC(=O)c2cccs2)c(=O)oc2ccccc12 | i | 42 | 0.1% | -0.9% | 4% | -1.1 | 37 | -1% | -0.3% | 7% | -2%
CN1CCN(NC(=O)Nc2cc(Cl)cc(Cl)c2)CC1 | i | 71 | 0.4%[50 µM] | 14% | 7% | 0.2 | 53 | 7% | -1.7% | 9% | 7%
CS(=O)(=O)N1CCc2cc(C(=O)N3CCN(c4ccccc4F)CC3)ccc21 | i | 13 | -0.1% | 3.5% | 10% | 1.1 | 48 | -2% | -0.2% | 12% | -14%
O=C(CSC1=NCCN1)C1COc2ccccc2O1 (stereo not given) | i | 42 | 1.1% | 2.0% | 6% | -0.4 | 96 | -2% | -0.9% | 19% | 7%
Cc1ccsc1/C=N/NC(=O)Nc1ccccc1 | i | 27 | -0.7% | 1.4% | 2% | 3.3 | 26 | -7% | -0.5% | 7% | -3%
c1ccc(Cc2nnc3sc(C4COc5ccccc5O4)nn23)cc1 (stereo not given) | i | 36 | 3.9% | nt | 15% | 0.7 | 88 | -2% | -0.3% | 17% | 8%
COc1ccc(C(CC(=O)NCCCN2CCOCC2)NS(=O)(=O)c2ccc(C)cc2)cc1 (stereo not given) | i | 16 | 0.7% | 2.0% | 5% | 0.1 | 79 | 1% | 0.1% | 2% | 9%
Cc1cccc(OCCCC(=O)Nc2ccc(N(C)C)cc2)c1 | i | 10 | -1.2% | 0.9% | 22% | -0.2 | 53 | -6% | -0.4% | 16% | 19%
CN(C(=O)CNc1ccccc1Cl)C1CCS(=O)(=O)C1 (stereo not given) | i | 46 | 1.6%[50 µM] | nt | 3% | -0.2 | 38 | 1% | nt | nt | nt
Cc1c(C(=O)Nc2ccccc2[N+](=O)[O-])csc1-c1ccccc1 | i | 44 | -1.8% | 14% | 1% | 7.3 | 60 | -1% | -1.1% | 5% | -5%
COc1ccccc1OCCNC(=O)c1ccco1 | i | 30 | 0.0% | 1.2% | 3% | -1.4 | 64 | -1% | 1.2% | 38% | 0%
CCn1nc(CC(=O)Nc2ccc(-n3cnnn3)c(OC)c2)c2ccccc2c1=O | i | 43 | 0.3% | 0.3% | 10% | 0.7 | 91 | -2% | -0.4% | 3% | 5%
CN(C(=O)CCNC(=O)Cn1cnc2ccccc2c1=O)c1ccc(F)cc1 | i | 17 | 0.2% | 0.2% | 9% | 1.5 | 54 | 2% | -0.5% | 6% | -2%
Nn1c(Cc2cccc3ccccc23)nnc1SC1CCOC1=O (stereo not given) | i | 16 | 0.0% | 2.5% | 7% | -1.2 | 77 | -6% | -0.1% | 9% | 7%
O=C(NCCc1ccc(F)cc1)c1cc(=O)c2ccccc2o1 | i | 27 | 0.0% | 1.5% | 6% | -0.9 | 48 | -1% | -1.1% | 1% | -4%
CC1(C)CC(C(=O)NCCC(c2ccccc2)c2ccco2)CCO1 (stereo not given) | i | 42 | 0.7%[50 µM] | 0.5% | 8% | 0.9 | 47 | -3% | -0.6% | 4% | 5%
COc1ccc(OC)c(-c2c(=O)n(OCc3ccccc3Br)c3ccccc3[n+]2[O-])c1 | i | 37 | 0.5%[50 µM] | 3.7% | 0% | 4.4 | 92 | -3% | -1.2% | 3% | 0%
CCOc1ccc(NC(=O)Cc2ccc(NC3=NC4CS(=O)(=O)CC4S3)cc2)cc1 (stereo not given) | i | 38 | -1.8% | 2.1% | 13% | 2.1 | 57 | -5% | 0.1% | 4% | nt
COc1ccc(CCNC(=O)C2CC(=O)N(c3ccc(Br)cc3)C2)cc1OC (stereo not given) | i | 30 | 0.4% | -0.1% | 6% | -2.2 | 151 | -11% | -1.2% | 6% | 1%
COc1ccccc1N1CCN(C(=O)c2ccc(-c3ccc(Cl)cc3)o2)CC1 | i | 7 | -0.5%[50 µM] | -1.4% | 10% | 12 | 44 | -3% | nt | nt | nt
COc1cccc(-n2nnc3c(=O)n(Cc4cccc(F)c4)cnc32)c1 | i | 48 | 1.1% | 3.3% | 0% | -0.5 | 40 | -1% | -0.4% | 8% | 4%
CC(=O)c1sc(NC(=O)c2ccc(Br)o2)nc1C | i | 68 | 10% | 0.4% | 6% | 3.0 | 47 | -5% | -0.1% | 7% | -2%
COC(=O)c1ccc2nc(NC(=O)C3CCCCC3)sc2c1 | i | 53 | 0.4% | 1.4% | 2% | 2.1 | 95 | -2% | -0.1% | 3% | 1%

Compounds listed so far with a nitro group on carbon:
SMILES | T cell modulator | T cell modulator vesicle-bound % | UTI89 phage lysis | RSV antiviral HEp-2 | MgcRacGAP inhibition | NTR1 ag | NTR1 ag cell count 20 µM | NS5 inhibitors | West Nile virus CPE | SV40 large T antigen | Salmonella PhoP GFP | others
CN(C(=O)/C=C/c1ccc([N+](=O)[O-])s1)c1ccccc1 | i | 8 | -0.4% | 4.2% | -7% | 2.9 | 42 | -5% | -0.7% | 0% | 5%
Cc1c(C(=O)Nc2ccccc2[N+](=O)[O-])csc1-c1ccccc1 | i | 44 | -1.8% | 14% | 1% | 7.3 | 60 | -1% | -1.1% | 5% | -5%
